# DNMT1 inh: DNMT1 (human) enzyme inhibition; actives 0.83% (n = 360,000); DNMT1 molecular beacon, Hinp1I cleavage, fluorescence; inhibition (reported as % activation of signal), % at 10 µM; P26358; in the data active = inhibition above about 50%
# Rpn11 block: Rpn11 (human) deubiquitinase inhibition | O00487 | human 26S proteasome, Ub4-pepOG fluorescence polarization; 20S core pre-blocked with epoxomicin | calls only at 20 µM | actives 0.59% (n = 360,000) | AID 588493;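 active = inhibition at 20 µM, scaled to each plate's controls, above about 33%, limit read from the data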
# Target sequence (O00487 whole entry, looked up): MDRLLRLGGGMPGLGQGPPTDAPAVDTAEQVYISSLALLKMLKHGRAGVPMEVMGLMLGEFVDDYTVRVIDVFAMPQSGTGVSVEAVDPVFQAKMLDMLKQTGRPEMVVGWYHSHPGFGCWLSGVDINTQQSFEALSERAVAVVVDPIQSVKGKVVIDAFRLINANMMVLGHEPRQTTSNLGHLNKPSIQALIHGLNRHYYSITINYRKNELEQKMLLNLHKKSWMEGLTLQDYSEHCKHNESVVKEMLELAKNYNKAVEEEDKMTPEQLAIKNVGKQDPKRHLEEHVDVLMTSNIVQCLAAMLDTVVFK
# SUMO1-SIM PPI: modulators of human SUMO1-mediated protein-protein interactions; P63165; SUMO1 binding to a labelled peptide, TR-FRET, 1 h; inhibition, % at 20 µM; actives 0.33% (n = 360,000); in the data active = inhibition above about 37%
# Target sequence (P63165 whole entry, looked up): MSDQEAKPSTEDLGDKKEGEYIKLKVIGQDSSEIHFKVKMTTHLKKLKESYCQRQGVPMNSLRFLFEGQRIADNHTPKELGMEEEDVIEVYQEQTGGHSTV
# MLLE-PAM2 inh: blocks PAM2 peptide binding to the PABP1 MLLE domain; inhibition, % at 20 µM; GST-MLLE / FITC-PAM2 fluorescence polarization; actives 0.36% (n = 360,000); AID 588489; P11940; in the data active = inhibition above about 35%, passing the limit was not always enough;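 note: plate controls were DMSO wells with GST-MLLE for no effect and wells lacking GST-MLLE protein for full effect; some results filed as inactive read as strong as hits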
# LMPTP block: LMPTP (human) inhibition. recombinant LMPTP-A, OMFP fluorogenic substrate, fluorescence intensity. actives 0.22% (n = 360,000). AID 651560. inhibition, % at 20 µM. P24666;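 active = compounds that cut the enzyme signal by at least half of the control window in the single-dose screen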;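 note: plate controls were DMSO wells with enzyme plus substrate for no effect and substrate without enzyme for full effect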
# Target sequence (P24666 whole entry, looked up): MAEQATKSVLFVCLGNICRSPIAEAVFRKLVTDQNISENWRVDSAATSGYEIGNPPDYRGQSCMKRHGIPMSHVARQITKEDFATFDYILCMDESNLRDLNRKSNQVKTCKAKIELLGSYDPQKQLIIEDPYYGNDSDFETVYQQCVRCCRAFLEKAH
#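 Test system: LMPTP-A, protein tyrosine phosphatase of low molecular weight; Input: 0.625 nM enzyme; Incubation: 50 min dark incubation at room temperature; Signal: endpoint fluorescence intensity from OMFP dephosphorylation; Read-out basis: % inhibition versus control wells.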
# Scp1 inh: Scp-1 (human) phosphatase inhibition. Recombinant Scp1, phosphopeptide, malachite green phosphate absorbance. actives 0.88% (n = 340,000). Q9GZU7. inhibition, % at 20 µM. AID 493091;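 active = inhibition above about 50% at 20 µM, limit read from the data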;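 note: plate controls were DMSO wells with enzyme for no effect and wells lacking enzyme for full effect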
# Target sequence (Q9GZU7 76-261 limits assumed): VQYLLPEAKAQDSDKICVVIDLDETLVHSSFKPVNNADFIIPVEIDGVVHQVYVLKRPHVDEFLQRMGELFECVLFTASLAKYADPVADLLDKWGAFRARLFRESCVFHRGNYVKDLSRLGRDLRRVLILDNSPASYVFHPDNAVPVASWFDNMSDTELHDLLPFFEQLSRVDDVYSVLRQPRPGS
#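 System: truncated SCP-1 phosphatase (76-261aa); medium: Tris acetate buffer pH 5.5 with MgCl2 and Tween-20; incubation: 45 min room-temperature reaction, 5 min colour, 30 min stabiliser; compound: single 20 µM dose, 1% DMSO; reagent: Phosphorylated 17-residue peptide substrate; read-out: % inhibition at 20 µM; technique: colorimetric free-phosphate detection, absorbance 630 nm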
# STEP block: STEP (human) phosphatase inhibition | inhibition, % at 20 µM | AID 588621 | recombinant STEP, OMFP fluorogenic substrate, fluorescence | actives 0.25% (n = 360,000) | P54829;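 active = inhibition at 20 µM, scaled per plate between control wells, above about 37%, limit read from the data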;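 note: 0% = DMSO with enzyme and substrate and 100% = substrate only without enzyme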
#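 System: STEP (striatal-enriched tyrosine phosphatase) enzyme, cell-free; medium: Bis-Tris pH 6.0 buffer with DTT, detergent; dosing: 20 µM, 1% DMSO; times: reaction 20 min, ambient temperature; detection: fluorescence, 480/540 nm; read-out basis: normalized % inhibition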
# NadD inh: NadD (S. aureus) enzyme inhibition | AID 602399 | purified NadD enzyme, colorimetric absorbance read-out | actives 0.78% (n = 360,000) | inhibition, % at 20 µM; in the data active = inhibition above about 26%; note: some compounds past the cut are filed as inactive
# Tb MetRS inh: Trypanosoma brucei MetRS inhibition | purified T. brucei MetRS, ATP depletion, Kinase-Glo luminescence | inhibition, % at 11.9 µM | actives 0.4% (n = 360,000);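 active = inhibition above a per-plate cutoff of the control wells' mean inhibition plus 3 SD, cut at about 5.5% in these data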;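 note: 0% = DMSO wells median and 100% = median of wells with control inhibitor compound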
#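 Test system – parasite MetRS enzyme · Reagent – substrates ATP, L-methionine and bulk Escherichia coli tRNA · Doses – 11.9 µM compound single dose, 0.9% DMSO · Times – 15 min enzyme-compound preincubation, 2 h reaction, 10 min detection, 25 °C · Signal – Kinase-Glo luminescence, ATP depletion format · Controls – DMSO-only wells as low control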
# CSN inh: blocks human CSN-mediated cullin deneddylation | Q92905 | Purified CSN, SCF-Nedd8-OG deneddylation, fluorescence polarization | inhibition, % at 12.5 µM | actives 0.38% (n = 360,000);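 active = pattern-corrected inhibition above about 35%, with an unprinted fluorescence ratio check between 0.5 and 1.5, limit read from the data, passing the limit was not always enough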;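 note: 0% = enzyme with substrate and 100% = substrate without enzyme; some results filed as inactive read as strong as hits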
#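 assay system = purified human Csn5 enzyme expressed in HEK293T cells | amount = 0.24 nM enzyme | buffer or medium = Tris/NaCl/DTT buffer, pH 7.5 | reagent = 10 nM SCFSkp2-Nedd8OG | compound = one concentration, 12.5 µM, 0.25% DMSO | times = 90 min reaction at room temperature | signal = FP | read-out basis = % inhibition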
# * hit, by the source's call; i = inactive; / = not tested or not shown.
structure	DNMT1 inh	Rpn11 block	SUMO1-SIM PPI	MLLE-PAM2 inh	LMPTP block	Scp1 inh	STEP block	NadD inh	Tb MetRS inh	CSN inh
CCCS(=O)(=O)N1CCCC(C(=O)NCCCN2CCN(c3ccccc3F)CC2)C1 (stereo not drawn)	0	i	-2	2	-1.3	-11	-3	-3	-0.1	3
CC1CCN(Cc2c(C(=O)N/N=C/c3cc(Cl)ccc3O)nnn2-c2nonc2N)CC1	42	i	-7	-3	-0.8	-10	0	30*	0.3	-1
CN(C)c1ccc(/C=N/NC(=O)CCCCCNC(=O)c2ccccc2)cc1	-3	i	-15	-16	-1.1	-9	-1	-6	0.0	5
CCN(CC)C(=O)c1cccc(-c2csc(C(C)(O)c3ccc(OC)cc3)n2)c1 (stereo not drawn)	0	i	11	2	-0.8	/	-2	0	-0.2	-4
O=C1c2ccc(Cl)cc2S(=O)(=O)c2cccc(C(=O)N3CCN(c4ncc(Br)cn4)CC3)c21	-4	i	-26	13	1.5	-6	2	12	0.3	0
O=C(Nc1nc(-c2cc(F)ccc2F)cs1)c1ccccn1	29	i	5	-3	3.5	-7	0	0	-0.3	3
CCc1cccc(NC(=O)C2CCN(S(=O)(=O)c3ccc4[nH]c(=O)ccc4c3)CC2)c1	0	i	0	-12	-1.6	-7	-1	-3	-0.2	-2
COc1ccc(NC(=O)COc2cccc(-n3cnnn3)c2)cc1	4	i	6	-17	0.7	1	-5	-4	10.0*	0
COc1cc(NC(=S)NCc2ccco2)c(OC)cc1Cl	1	i	4	18	-1.1	-8	-1	-1	-0.3	-3
COC(=O)C1CCN(C(c2cc(OC)c(OC)c(OC)c2)c2sc3nc(C)nn3c2O)CC1 (stereo not drawn)	2	i	-3	-5	-0.8	-20	2	1	-0.8	4
COc1ccccc1NC(=S)N1CCC(c2nc3cc(C)c(C)cc3[nH]2)CC1	0	i	-2	-74	-0.3	8	3	3	0.6	5
COc1ccc(CNC(=O)c2cc3c(=O)n4ccccc4nc3n(CC3CCCO3)c2=N)cc1 (stereo not drawn)	1	i	-33	-14	2.7	5	17	0	-0.4	1
CCCCN1CCNC[C@@H]1c1ccccc1	-1	i	-1	17	-2.6	-3	-2	-4	-0.4	10
Cc1cc(C(=O)c2ccccc2)c(NC(=O)CN2CCOCC2)s1	15	i	-3	-1	2.4	3	1	0	-0.2	3
COc1ccc(CCN(C(=O)c2ccco2)C(C(=O)NC2CCCC2)c2ccncc2)cc1OC (stereo not drawn)	-3	i	2	11	-1.5	-7	2	0	-0.2	2
CC(C)Cn1cnc2c(SCCc3ccccc3)nc(N)nc21	-1	i	4	14	0.0	-5	4	2	-0.1	4
Cc1ccnc2nc(C(=O)OCC(=O)N(Cc3ccccc3)C(C)C)nn12	6	i	-3	-12	-0.7	-4	3	0	-0.2	-1
NC(=O)NCC1CC1	2	i	1	-6	-2.6	6	-1	-7	-0.4	-3
Cc1ccc(S(=O)(=O)N2CC(C)N(C(=O)N3CCOCC3)C2C)cc1 (stereo not drawn)	0	i	4	-2	0.5	0	1	0	-0.2	-1
COc1ccc(C(CNC(=O)c2cccc(S(=O)(=O)N3CCOCC3)c2)N2CCCC2)cc1 (stereo not drawn)	4	i	-3	-4	0.1	-2	3	-3	-0.5	0
COc1ccc(CCNC(=O)c2c(O)c3ccccc3[nH]c2=O)cc1OC	-5	i	3	4	0.8	-15	2	-4	0.1	-3
CCCN1Cc2cccc(C(=O)Nc3ccc(S(=O)(=O)N4CCCCCC4)cc3)c2C1=O	20	i	2	-5	2.3	-5	-1	-3	-1.4	1
CC1=NN(C(N)=S)C(=O)C1N=Nc1cc(Cl)ccc1Cl (stereo not drawn)	-6	i	-16	19	0.4	-12	2	14	-0.3	3
COc1ccc(NC(=O)N(C)[C@H]2C[C@H]3c4[nH]c5ccc(-c6ccc(OC)cc6)cc5c4CCN3C[C@H]2[C@H](C)O)cc1	-20	i	-41	-33	-2.4	/	2	18	-2.2	-2
CC(=O)N1N=C(c2cccc([N+](=O)[O-])c2)OC1c1ccc(Cl)cc1Cl (stereo not drawn)	-3	i	-14	12	1.5	-13	3	-4	-0.2	-8
C/C(=N\Nc1ccc([N+](=O)[O-])cc1)c1cccc(N)c1	-23	i	-32	-29	3.6	-5	-6	-6	0.1	3
O=C(Nc1ccccc1)c1cnc(-c2ccccc2)nc1-c1ccccc1	1	i	1	-10	-0.2	-10	0	-7	0.1	-1
Cc1ccnc2nc(C(=O)OCC(=O)c3ccc(NC(=O)CC(C)C)cc3)nn12	-8	i	0	-36	1.6	27	1	6	-0.2	1
O=C(NNC(=O)c1cc(-c2ccccc2)nc2ccccc12)c1csc(N2CCOCC2)n1	3	i	-7	0	1.2	-1	2	16	-0.3	1
COc1ccc(CCN2C(=O)CC(NNC(=O)c3ccc(F)cc3)C2=O)cc1OC (stereo not drawn)	0	i	-1	4	-0.5	-5	0	-1	-0.6	-5
COc1ccc(N(C(=O)C(C)C)S(=O)(=O)c2ccc3ccccc3c2)cc1	-1	i	0	8	0.9	-18	2	-5	1.1	2
CC(C)OP(=O)(OC(C)C)C(NC(=O)c1cccc([N+](=O)[O-])c1)C(N)=O (stereo not drawn)	-2	i	-13	2	0.3	-7	-2	0	-0.4	2
CC(C)(C)S(=O)N1Cc2cc(=O)n(Cc3ccccc3)cc2[C@@H]1CCO (stereo partly drawn)	-4	i	-2	12	-0.1	-8	2	6	-0.8	2
C=CCn1c(C)cc(C(=O)CSc2nc3ccccc3c(=O)[nH]2)c1C	-4	i	11	7	-0.3	-7	-2	10	0.7	2
CCCCN(C(C)=O)c1c(CC)nc2ccc(C(=O)Nc3cccc(OCC(=O)N(C)C)c3)cn12	0	i	-1	-1	-0.1	/	0	3	-0.5	0
OCCN(CCO)c1ncnc2c1oc1ccc(Br)cc12	-1	i	0	15	0.4	-7	-1	3	-1.0	-1
CCC(C)C(=O)Nc1nnc(SCC(=O)N2C(C)CCCC2C)s1 (stereo not drawn)	2	i	1	16	0.9	-5	-3	-8	-0.1	2
COc1ccc(-n2c(SCC(=O)Nc3ccccc3)nnc2-c2ccoc2C)cc1	1	i	-1	3	0.1	3	-1	-3	-0.5	-3
O=C(N/C(=C\c1ccc(F)cc1)C(=O)N1CCOCC1)c1ccccc1	3	i	-4	-18	-0.1	0	0	-1	-0.7	0
O=C(COc1ccc2c3c(c(=O)oc2c1)CCC3)N1CCN(c2ccccc2)CC1	-2	i	0	-4	1.8	-8	1	2	0.1	0
CCOC(=O)c1cc(C(C)=O)n2ccccc12	0	i	-7	-10	0.0	-6	0	-5	-0.5	-2
COc1ccc(NS(=O)(=O)c2cccc(C(=O)NNC(=O)c3cc(C)oc3C)c2)cc1	3	i	6	-7	1.7	-7	-3	-2	0.0	-6
Cn1c(=O)[nH]c(=O)c2c1[nH]c(=S)n2Cc1ccc(Cl)cc1	-5	i	4	-47	0.5	-2	4	22	-0.5	4
Cc1cc(=O)oc2cc(OC(C)C(=O)Nc3ccc(N4CCCCC4)cc3)ccc12 (stereo not drawn)	-9	i	1	-24	1.5	-3	0	10	-0.5	-2
COc1ccc(-n2ncc3c(N4CCC(C)CC4)ncnc32)cc1	-4	i	5	-10	0.6	0	-1	-2	-0.5	1

# 4 entries out of the list, arranged by number of heavy atoms, falling.
structure	DNMT1 inh	Rpn11 block	SUMO1-SIM PPI	MLLE-PAM2 inh	LMPTP block	Scp1 inh	STEP block	NadD inh	Tb MetRS inh	CSN inh
COc1ccc(NS(=O)(=O)c2cccc(C(=O)NNC(=O)c3cc(C)oc3C)c2)cc1	3	i	6	-7	1.7	-7	-3	-2	0.0	-6
COc1ccc(N(C(=O)C(C)C)S(=O)(=O)c2ccc3ccccc3c2)cc1	-1	i	0	8	0.9	-18	2	-5	1.1	2
CCC(C)C(=O)Nc1nnc(SCC(=O)N2C(C)CCCC2C)s1 (stereo not drawn)	2	i	1	16	0.9	-5	-3	-8	-0.1	2
OCCN(CCO)c1ncnc2c1oc1ccc(Br)cc12	-1	i	0	15	0.4	-7	-1	3	-1.0	-1

# (more compounds)
structure	DNMT1 inh	Rpn11 block	SUMO1-SIM PPI	MLLE-PAM2 inh	LMPTP block	Scp1 inh	STEP block	NadD inh	Tb MetRS inh	CSN inh
Cc1c(NC(=O)c2ccc3c(c2)OCO3)cccc1-c1nc2ncccc2o1	0	i	7	-10	0.1	4	0	-5	-0.2	0
CCOC(=O)c1ccc(NC(=O)c2cc(S(=O)(=O)N3CCOCC3)ccc2O)cc1	1	i	4	11	-1.0	-13	-3	-6	-1.2	1
COc1cc(-c2noc(C)c2-c2ccc3[nH]ccc3c2)cc(OC)c1OC	-24	i	2	0	-0.5	1	-2	-2	0.4	-2
Cc1cccc(NC(=O)C2COc3ccccc3O2)n1 (stereo not drawn)	1	i	2	-1	-0.2	-8	-3	-7	-0.5	-2
COc1ccc(C(=O)Nc2nc3ccc(OC)cc3s2)cc1	-2	i	-1	13	1.2	4	-3	-4	-1.1	4
O=C(Nc1ccc(F)c(Cl)c1)C1CC2CCC1C2 (stereo not drawn)	2	i	8	0	1.6	-17	3	-8	-0.3	3
CC1CCC2C(=O)N(c3cc(Cl)ccc3OC(=O)c3ccco3)C(=O)C2C1 (stereo not drawn)	0	i	2	-5	0.6	-3	-2	-13	0.2	7
O=C(Nc1ccc(F)cc1)C(c1ccccc1OC(F)(F)F)N1CCN(c2cccc(C(F)(F)F)n2)CC1 (stereo not drawn)	/	/	-6	/	2.4	/	/	/	-1.2	-3
CCOc1cc(-c2sc(Nc3ccc(CC)cc3)n[n+]2-c2ccccc2)ccc1OC	2	i	0	-22	8.5	8	3	10	0.4	-3
Brc1ccc(-c2csc(N3CCCCCC3)n2)cc1	0	i	2	33	2.1	0	1	23	-1.9	6
Brc1ccc(-c2ccc(CNCc3ccccn3)o2)cc1	-1	i	-6	4	-0.9	-6	-2	4	-0.2	-1
CCOC(=O)c1c(NC(=O)C(Sc2ccccc2)c2ccccc2)sc(C(N)=O)c1C (stereo not drawn)	-10	i	-7	19	5.0	-15	1	-4	0.5	0
